High-throughput results deposited in PubChem by The Scripps Research Institute Molecular Screening Center.
ARFGAP1 inh = rat ARFGAP1 inhibition; Q62848; actives 0.26% (n = 360,000); AID 651572; Arfgap1-stimulated ARF1 GTP hydrolysis, GDP FP detection; inhibition, % at 16.5 µM;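 active = inhibition above a per-plate limit, mean inhibition of low control wells plus 3 SD, cut at about 25% in these data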;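 note: 0% = DMSO wells with enzyme and 100% = wells lacking Arfgap1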
Target sequence (Q62848 1-136 limits assumed): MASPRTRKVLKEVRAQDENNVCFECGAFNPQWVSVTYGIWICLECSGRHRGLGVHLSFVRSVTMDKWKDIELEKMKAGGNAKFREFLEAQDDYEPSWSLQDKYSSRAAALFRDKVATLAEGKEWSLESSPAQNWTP
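material = rat Arfgap1 catalytic domain, aa 1-136 | also added = human ARF1(Δ1-17)-GTP substrate | compound dosing = one concentration, 16.5 µM, DMSO 1.26% | times = GTP hydrolysis reaction 2 h at 25 °C | measured by = FP, GDP Alexa 633 tracer displaced from anti-GDP antibody, 620/688 nm | evaluation = percent inhibition of Arfgap1-stimulated GTP hydrolysis | replication = single well per compound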
PLCg1 inh = PLC-gamma1 (human) inhibition, primary screen. inhibition, % at 12.2 µM. actives 0.84% (n = 370,000). purified PLC-gamma1, fluorogenic substrate, fluorescence; in the data active = inhibition above about 9.5%
proKLK7 act = activates the human kallikrein-7 zymogen; P49862; purified proKLK7, EDANS-DABCYL substrate fluorescence; 100% is mature enzyme control, 0% vehicle; activation, % at 7 µM; actives 0.9% (n = 370,000);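 active = activation above the mean of all tested compounds plus 3 SD, computed per campaign excluding outliers beyond control limits, cut at about 13% in these data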
UHRF1 binding = UHRF1 methyl-DNA binding inhibition; actives 0.75% (n = 370,000); UHRF1 binding to methylated oligo, TR-FRET; Q96T88; inhibition, % at 4.4 µM; in the data active = inhibition above about 21%;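 note: UHRF1 SRA domain binding a hemimethylated CpG hairpin DNA probe; 0% = median of test compound wells and 100% = reference inhibitor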
Target sequence (Q96T88 whole entry, looked up, the tested form may be a part): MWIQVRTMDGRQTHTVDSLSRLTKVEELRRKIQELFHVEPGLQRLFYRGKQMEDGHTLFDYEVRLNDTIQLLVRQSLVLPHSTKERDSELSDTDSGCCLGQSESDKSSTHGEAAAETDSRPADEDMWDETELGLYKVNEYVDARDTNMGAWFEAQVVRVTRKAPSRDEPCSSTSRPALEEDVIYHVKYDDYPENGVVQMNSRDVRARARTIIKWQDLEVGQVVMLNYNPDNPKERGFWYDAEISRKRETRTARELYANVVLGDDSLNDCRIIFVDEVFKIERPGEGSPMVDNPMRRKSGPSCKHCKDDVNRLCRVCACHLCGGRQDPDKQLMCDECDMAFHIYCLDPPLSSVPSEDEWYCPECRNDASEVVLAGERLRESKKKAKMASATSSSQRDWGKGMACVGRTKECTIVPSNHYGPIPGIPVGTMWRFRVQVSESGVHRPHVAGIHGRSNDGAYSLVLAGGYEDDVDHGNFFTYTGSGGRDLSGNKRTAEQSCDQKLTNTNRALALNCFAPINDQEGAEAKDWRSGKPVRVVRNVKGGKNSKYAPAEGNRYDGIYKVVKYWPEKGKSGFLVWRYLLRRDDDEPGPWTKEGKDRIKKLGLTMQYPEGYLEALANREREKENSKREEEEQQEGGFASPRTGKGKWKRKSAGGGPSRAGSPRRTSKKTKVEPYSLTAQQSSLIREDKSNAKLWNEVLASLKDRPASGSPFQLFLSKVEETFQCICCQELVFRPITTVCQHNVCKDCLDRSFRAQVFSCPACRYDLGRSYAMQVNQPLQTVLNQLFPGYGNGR
DDE Tn6 FP inh = DD(E)-Tn6 binding inhibition, primary FP screen; P02675; actives 0.21% (n = 370,000); inhibition, % at 8.3 µM; Fibrin DD(E) TRITC-Tn6 fluorescence polarization displacement;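 active = inhibition above a per-campaign cutoff: mean of compounds within control limits plus 3 SD, cut at about 15% in these data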;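 note: 0% = median of all compound wells on the plate and 100% = blocking peptide control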
MBD2 DNA inh = MBD2-methylated oligo binding inhibition; actives 0.31% (n = 370,000); Q9UBB5; AID 686964; inhibition, % at 4.4 µM; TR-FRET, MBD2 binding to methylated oligonucleotide; in the data active = inhibition above about 13%
DDE Tn7 FP inh = inhibitors of Tn7 peptide binding to human fibrin DD(E); FP displacement of FITC-Tn7 peptide from fibrin DD(E); 0% = median of compound wells per plate; actives 0.13% (n = 370,000); inhibition, % at 8.3 µM;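 active = inhibition above the mean of compounds falling within the control limits plus 3 SD of them, cut at about 14% in these data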;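 note: 0% = plate median of compound wells and 100% = 10 µM Aha-Tn7 peptide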
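Measure: % inhibition scaled between sample-field median and high-control FP; Test system: human fibrin DD(E); Quantity: 2 µM final DD(E) protein; Doses: one dose, 8.3 µM nominal; Schedule: compound with protein 10 min, then 3 h after probe, room temperature; Detection: fluorescence polarization; Medium: Tris buffer with calcium and detergent, pH 7.8.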
ASAP1 inh = inhibitors of human ASAP1 ArfGAP activity | Q9ULH1 | ASAP1-stimulated ARF1 GTP hydrolysis, GDP FP detection | inhibition, % at 16.5 µM | actives 0.19% (n = 360,000) | AID 624377; in the data active = inhibition above about 25%;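 note: 0% = vehicle with enzyme and substrate and 100% = no enzyme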
ADAM17 inh = ADAM17 inhibition, QFRET primary screen; recombinant ADAM17, EDANS/DABCYL FRET peptide cleavage; inhibition, % at 6.95 µM; actives 0.83% (n = 370,000); AID 720648; P78536;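 active = inhibition above the mean of compounds lying between control limits plus 3 SD, set per campaign, cut at about 8.5% in these data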;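 note: 0% = DMSO-only wells as the low control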
PLCb3 inh = blocks human PLC-beta3 enzyme activity | Q01970 | inhibition, % at 12.2 µM | actives 0.18% (n = 370,000) | Purified PLC-beta3, fluorogenic substrate, fluorescence; in the data active = inhibition above about 11%;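 note: 0% = median of compound wells on plate and 100% = full blocker control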
Starred values were filed as active, the others as inactive.

Second line of a record – ASAP1 inh	DDE Tn7 FP inh	DDE Tn6 FP inh	MBD2 DNA inh	ARFGAP1 inh	PLCb3 inh	UHRF1 binding	PLCg1 inh	ADAM17 inh	proKLK7 act
> Cc1ccccc1N/C(=N/S(=O)(=O)c1cc(F)ccc1F)c1ccccc1
  15	8	4	6	-7	-7	-1	0	-1	0.0
> Cc1cccc(C#N)c1NC1=CC(=O)CC(C)(C)C1
  -2	-2	7	3	-14	2	13	0	-4	0.3
> CN1CCN(C(=O)CCn2c(=S)[nH]c3ccccc3c2=O)CC1
  7	-1	-7	1	10	3	3	9	1	0.4
> O=S(=O)(NC1CCCC1)c1ccccc1Cl
  -1	2	-7	2	-8	-2	0	0	-2	-1.1
> Cc1cnc(NC(=O)CC(C)c2ccccc2)s1 (configuration not stated)
  -15	6	3	3	7	-3	10	0	1	0.5
> O=C(Nc1ccc(F)cc1)Nc1ccc(NC(=O)c2ccccc2O)cc1
  -1	-3	1	-3	17	-9	1	-8	-20	-0.1
> Cc1ccc(CCNC(=O)CC2Oc3ccc(C)cc3NC2=O)cc1 (configuration not stated)
  -3	-4	1	3	4	-3	1	1	-1	-0.1
> O=C(CSc1ncnc2sc(-c3ccccc3)cc12)NC1CCS(=O)(=O)C1 (configuration not stated)
  2	-9	-4	-4	1	1	-2	0	-2	-0.2
> CC(C)(C)c1nc(SCC(=O)NNC(=O)c2ccccc2)c2ccccc2n1
  5	5	-8	2	2	-7	3	1	-1	-0.6
> O=C(Nc1ccccc1N1CCOCC1)c1cnccn1
  3	2	-8	-2	-3	3	37*	1	-2	0.0
> O=C(C/C=N\OCc1ccc([N+](=O)[O-])cc1)Nc1ccccc1
  13	-12	-1	2	5	2	5	3	3	-0.3
> CCOc1ccc(S(=O)(=O)N(C)CC(=O)NC2CC2)cc1
  7	4	-3	1	-13	-2	2	1	-3	-0.4
> CC(C)(O)CC[C@@H](O)[C@](C)(O)C1CC[C@@]2(O)C3=CC(=O)[C@]4(O)C[C@@H](O)[C@@H](O)C[C@]4(C)C3CC[C@]12C (some centres not stated)
  7	-8	4	6	-2	0	-3	0	-5	-0.3
> COc1ccc(S(=O)(=O)n2c(C)nc3ccccc32)cc1C
  5	0	4	1	18	-9	3	-8	-3	0.9
> COC(=O)CSc1nnc(C)n1-c1ccc(C)cc1
  -5	-2	7	-1	-3	-1	0	4	-1	-0.1
> CC(C)(C)SCCNC(=O)Nc1ccccc1
  -5	-6	5	-5	7	2	-2	3	0	-0.3
> COc1ccc(CCNC(=O)c2cc(-c3ccccn3)nc3ccccc23)cc1
  10	-1	0	4	2	-6	-1	5	-6	0.4
> Cc1cc(CC(C)C)n(-c2nc3ccccc3c(=O)n2OCc2ccccc2)n1
  -3	-6	3	-4	12	2	2	3	6	0.5
> COC(=O)NC(NS(=O)(=O)c1ccccc1)(C(=O)OC)C(F)(F)F (configuration not stated)
  -7	2	-1	2	-5	-6	-1	2	0	-0.4
> NC(=O)c1ccc(-n2nnnc2SCC(=O)Nc2ccc(N3CCOCC3)c(Cl)c2)cc1
  -5	-7	0	-2	5	2	0	2	-2	0.5
> CCCCCCSc1ccc([C@H]2N[C@@](C)(C(=O)OC)[C@H]3C(=O)N(CC)C(=O)[C@@H]23)cc1
  5	1	-7	3	7	1	0	1	3	0.2
> C/C(=N\NC(=O)c1ccc(Cl)c(Cl)c1)c1ccc(Br)s1
  -15	5	-13	-7	-16	4	-2	4	1	0.1
> CC(C)NC(=O)NC1C2CC3CC(C2)CC1C3 (configuration not stated)
  3	6	4	0	2	1	-1	0	1	0.2
> CN(C)CCC1Sc2ccccc2Oc2ccccc21 (configuration not stated)
  -3	5	1	5	1	1	0	-51	-3	0.2
> CCN(CC(=O)NCc1ccc(Cl)cc1)C(=O)/C=C/c1cc(OC)c(OC)c(OC)c1
  8	0	-1	-1	11	-61	-2	-34	-35	2.4
> CCOC(=O)/C=C(C)\C=C\c1c[nH]c2ccccc12
  -1	-2	4	-4	14	-31	-7	-13	-7	-0.2
> COc1cccc(CN2CC(C(=O)NCCc3ccccc3C(F)(F)F)CCC2=O)c1 (configuration not stated)
  -7	5	2	0	0	-2	-2	-1	-1	0.5
> CCN(CC)S(=O)(=O)c1ccc(NC(=O)COc2c(OC)cccc2OC)cc1
  -18	12	5	0	8	-2	1	0	-3	-0.5
> CCOC(=O)CSc1nc2ccccc2c(=O)n1-c1ccc(C)cn1
  2	0	5	2	-4	-2	-1	3	1	-0.4
> COc1ccc(-c2nnc(SCC(=O)Nc3ccc4c(c3)OCCO4)n2N)cc1OC
  -5	2	-6	4	-9	1	-2	1	-6	-0.7
> CN(CC(=O)Nc1ccccc1Cl)C(=O)CSc1nnc(N)s1
  -10	-9	7	2	2	-1	0	3	0	0.0
> Cn1c(=O)c2c(SCC(=O)Nc3ccccc3F)nc(-c3ccccc3F)nc2n(C)c1=O
  5	-3	6	-1	-7	-7	-1	-2	-1	-0.1
> Cc1ccc(N2CS(=O)(=O)/C(=C/N(C)C)C2=O)cc1
  -22	6	-4	1	10	-2	3	6	-6	-0.3
> CN(C(=O)c1cccc(NC(=O)Cc2ccc(NC(=O)C3CCN(C(=O)CCc4ccccc4)CC3)cc2)c1)C1CCCC1
  -4	5	3	-5	4	2	-2	-2	1	1.0
> CC1(C)CC(=O)C=C(Nc2ccc([N+](=O)[O-])cc2)C1
  -4	7	4	3	2	-6	2	3	-1	-0.7
> O=C(COC(=O)c1ccc(O)cc1)NC1CCCC1
  2	4	3	0	3	-4	0	0	-2	0.1
> O=C(c1cc(C(=O)N2CCCC2)cc([N+](=O)[O-])c1)N1CCCC1
  5	3	3	3	0	-5	5	-1	-8	-0.3
> O=c1[nH]c2ccccc2nc1-c1nnnn1C1CCCC1
  -9	-2	11	-5	15	-278	-4	-192	-123	-7.8
> O=C1CCc2cc(S(=O)(=O)NC(Cc3ccccc3)C(=O)NC3CCCCC3)ccc2N1 (configuration not stated)
  2	0	0	-3	-8	-2	0	3	-1	-0.2
> CCCN(CC(=O)Nc1ccc(F)c(F)c1F)C(=O)c1cc(S(=O)(=O)N(C)C)ccc1N1CCCC1
  2	1	-12	-6	0	0	1	2	2	-0.2
> CCN(CC)c1ccc(NC(=O)CCCOc2cccc(C)c2)cc1
  -6	-6	3	1	-9	0	3	-1	4	-0.3
> O=C1c2cccc3cccc(c23)C(=O)N1CCCCCc1n[nH]c(=S)o1
  -5	2	-3	1	3	-5	-1	-3	-16	-0.2
> Cn1cnnc1SCC(=O)OCN1C(=O)c2ccccc2C1=O
  3	2	6	3	0	-2	-1	2	-6	-0.4
> Cc1ccc(C)c(-c2cc(C(=O)N/N=C/c3cccnc3)c3ccccc3n2)c1
  3	-4	3	3	-4	-14	-1	-5	2	0.1
> CO/N=C\CC(=O)Nc1ccc(F)cc1
  0	4	3	6	-2	-2	1	-4	0	0.1
> CCCn1c2ccc(C)cc2c2nnc(SCCN3CCCCC3)nc21
  4	5	8	-5	-3	-9	-3	-1	-2	0.6
> COc1ccc(S(=O)(=O)Nc2c(C)cc(C)cc2C)c2cccnc12
  -13	0	4	-1	-8	1	-1	2	0	0.0
> O=C(COC(=O)c1c(F)cccc1F)Nc1ccc2[nH]c(=O)[nH]c2c1
  5	-7	-4	5	20	-11	2	-5	-6	-0.1
> CCOC(=O)c1sc(NC(=O)c2ccc(=O)[nH]c2)nc1C
  10	0	-3	5	7	-12	0	-7	-1	0.0
> COc1ccc(C(=O)Nc2nnc(SCC(=O)NC3CCCC3)s2)c(OC)c1
  19	-6	2	0	-1	-209	5	0	0	0.0
> CC1CCN(C(=O)CSc2nnc(-c3ccco3)n2N)CC1
  5	-3	-8	-4	-1	3	-2	-1	0	0.9
> COc1ccccc1NS(=O)(=O)c1ccc(C(=O)NCc2ccc(S(N)(=O)=O)cc2)cc1
  -5	7	4	3	6	1	-1	4	-1	-0.1

Filtered by structure: those above containing fluorine (8)
Second line of a record – ASAP1 inh	DDE Tn7 FP inh	DDE Tn6 FP inh	MBD2 DNA inh	ARFGAP1 inh	PLCb3 inh	UHRF1 binding	PLCg1 inh	ADAM17 inh	proKLK7 act
> Cc1ccccc1N/C(=N/S(=O)(=O)c1cc(F)ccc1F)c1ccccc1
  15	8	4	6	-7	-7	-1	0	-1	0.0
> O=C(Nc1ccc(F)cc1)Nc1ccc(NC(=O)c2ccccc2O)cc1
  -1	-3	1	-3	17	-9	1	-8	-20	-0.1
> COC(=O)NC(NS(=O)(=O)c1ccccc1)(C(=O)OC)C(F)(F)F (configuration not stated)
  -7	2	-1	2	-5	-6	-1	2	0	-0.4
> COc1cccc(CN2CC(C(=O)NCCc3ccccc3C(F)(F)F)CCC2=O)c1 (configuration not stated)
  -7	5	2	0	0	-2	-2	-1	-1	0.5
> Cn1c(=O)c2c(SCC(=O)Nc3ccccc3F)nc(-c3ccccc3F)nc2n(C)c1=O
  5	-3	6	-1	-7	-7	-1	-2	-1	-0.1
> CCCN(CC(=O)Nc1ccc(F)c(F)c1F)C(=O)c1cc(S(=O)(=O)N(C)C)ccc1N1CCCC1
  2	1	-12	-6	0	0	1	2	2	-0.2
> CO/N=C\CC(=O)Nc1ccc(F)cc1
  0	4	3	6	-2	-2	1	-4	0	0.1
> O=C(COC(=O)c1c(F)cccc1F)Nc1ccc2[nH]c(=O)[nH]c2c1
  5	-7	-4	5	20	-11	2	-5	-6	-0.1
